PABP1 MLLE inh: inhibitors of microRNA-mediated deadenylation, human PABP1 MLLE binding; P11940; 360,000 compounds, 0.36% hits; inhibition, % at 20 µM; AID 588489; GST-MLLE / FITC-PAM2 fluorescence polarization; in the data active = inhibition above about 35%, passing the limit was not always enough;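 also: plate controls were DMSO wells with GST-MLLE for no effect and wells lacking GST-MLLE protein for full effect; some results filed as inactive read as strong as hits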
Rin1 Abl inh: human Rin1-Abl interaction inhibition. TR-FRET Rin1/Abl binding, biochemical. inhibition, % at 7.35 µM. 360,000 compounds, 0.4% hits; in the data active = inhibition above about 5%, passing the limit was not always enough
FAS-TE inh: blocks the thioesterase domain of human fatty acid synthase. recombinant FAS-TE, OMFH fluorogenic substrate, fluorescence endpoint. 360,000 compounds, 0.67% hits. inhibition, % at 15 µM. P49327;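 active = compounds whose normalised, plate-corrected inhibition of enzyme fluorescence in the single-dose primary screen is 50% or more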;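 also: 0% = DMSO with enzyme and 100% = substrate without enzyme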
bovine MsrA act: activates bovine MsrA enzyme; purified bovine MsrA, absorbance read-out; activation, % at 10.6 µM; 360,000 compounds, 0.3% hits; in the data active = activation above about 7.5%;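 also: 0% = vehicle and 100% = reference activator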
MsrA inhibitor: bovine MsrA inhibition. inhibition, % at 15.5 µM. purified bovine MsrA, absorbance read-out. 360,000 compounds, 0.75% hits; in the data active = inhibition above about 4.5%;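 also: 0% = vehicle wells with enzyme and 100% = reference inhibitor wells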
CSN inh: blocks human CSN-mediated cullin deneddylation | Q92905 | Purified CSN, SCF-Nedd8-OG deneddylation, fluorescence polarization | inhibition, % at 12.5 µM | 360,000 compounds, 0.38% hits | AID 651999;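 active = pattern-corrected inhibition above about 35%, with an unprinted fluorescence ratio check between 0.5 and 1.5, limit read from the data, passing the limit was not always enough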;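 also: 0% = enzyme with substrate and 100% = substrate without enzyme; some results filed as inactive read as strong as hits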
Target sequence (Q92905 whole entry, looked up, one chain of several): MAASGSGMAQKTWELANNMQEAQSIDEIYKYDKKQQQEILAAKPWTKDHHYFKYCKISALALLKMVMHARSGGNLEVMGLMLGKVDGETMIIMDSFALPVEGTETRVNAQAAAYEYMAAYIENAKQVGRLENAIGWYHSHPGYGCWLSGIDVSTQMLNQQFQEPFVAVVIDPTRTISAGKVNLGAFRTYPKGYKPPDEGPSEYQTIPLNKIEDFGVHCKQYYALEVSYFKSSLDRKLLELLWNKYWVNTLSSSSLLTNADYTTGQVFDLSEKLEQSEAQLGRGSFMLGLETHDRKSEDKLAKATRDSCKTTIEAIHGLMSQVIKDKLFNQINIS
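assay system = purified human Csn5 enzyme expressed in HEK293T cells | amount = 0.24 nM enzyme | buffer or medium = Tris/NaCl/DTT buffer, pH 7.5 | reagent = 10 nM SCFSkp2-Nedd8OG | compound = one concentration, 12.5 µM, 0.25% DMSO | times = 90 min reaction at room temperature | signal = FP | read-out basis = % inhibition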
MT1-MMP act inh: blocks activation of human MT1-MMP; 360,000 compounds, 0.061% hits; GFP/RFP ratio change, % at 20 µM; HT1080 RFP-PRO-GFP cells, GFP/RFP ratio fluorescence, overnight; percent of plate control window, DMSO zero; P50281;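 active = GFP/RFP ratio change of at least 30% with cell ATP level not reduced by more than half and red fluorescence within 50% of control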; also: strong numbers were not always called active
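system = RFP-PRO-GFP reporter HT1080 cells | dosing = 20 µM single dose, 1% DMSO | timing = overnight cell settling, then overnight compound exposure, 37 °C, 5% CO2 | read-out basis = GFP/RFP fluorescence ratio | controls = DMSO and RFP-L50D-GFP cell wells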
E coli Lon inh: E. coli protease La inhibition; P0A9M0; purified E. coli Lon protease, fluorescence polarization; 360,000 compounds, 0.42% hits; inhibition, % at 7.94 µM; in the data active = inhibition above about 13%, passing the limit was not always enough;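 also: 0% = enzyme with probe and DMSO and 100% = no enzyme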
Rpn11 block: inhibitors of human proteasome Rpn11 | O00487 | human 26S proteasome, Ub4-pepOG fluorescence polarization; 20S core pre-blocked with epoxomicin | calls only at 20 µM | 360,000 compounds, 0.59% hits;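 active = inhibition at 20 µM, scaled to each plate's controls, above about 33%, limit read from the data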
Target sequence (O00487 whole entry, looked up): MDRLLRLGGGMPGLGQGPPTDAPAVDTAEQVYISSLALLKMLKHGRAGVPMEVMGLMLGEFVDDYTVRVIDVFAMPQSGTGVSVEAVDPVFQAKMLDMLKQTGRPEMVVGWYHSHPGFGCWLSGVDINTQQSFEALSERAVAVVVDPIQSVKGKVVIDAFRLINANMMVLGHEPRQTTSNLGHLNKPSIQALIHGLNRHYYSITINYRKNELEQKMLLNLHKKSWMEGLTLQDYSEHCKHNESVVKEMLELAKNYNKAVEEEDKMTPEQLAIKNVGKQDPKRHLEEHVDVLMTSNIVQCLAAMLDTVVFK
* hit, by the source's call.

CCOc1cc(/C=C2/SC(=Nc3ccccc3)N(Cc3cccnc3)C2=O)ccc1OCC#N was read as PABP1 MLLE inh 0, Rin1 Abl inh -4, FAS-TE inh 22, bovine MsrA act -1, MsrA inhibitor 0.8, CSN inh 2, MT1-MMP act inh -10, E coli Lon inh -2 and Rpn11 block inactive.
COc1cccc(CN(C(=O)Cc2c[nH]c3ccccc23)C(C(=O)NC2CCCCC2)c2cccs2)c1 (stereo not given) was read as PABP1 MLLE inh 5, Rin1 Abl inh -1, FAS-TE inh 23, bovine MsrA act -11, MsrA inhibitor 1.5, CSN inh -8, MT1-MMP act inh -29, E coli Lon inh -7 and Rpn11 block inactive.
For O=C(CC1NCCNC1=O)Nc1ccccc1 (stereo not given) the results were PABP1 MLLE inh -4, Rin1 Abl inh 2, FAS-TE inh -10, bovine MsrA act -14, MsrA inhibitor 1.1, CSN inh 3, MT1-MMP act inh -2, E coli Lon inh 4 and Rpn11 block inactive.
Screening COCCn1c(SCC(=O)Nc2nc(C)cs2)nnc1C(C)C returned PABP1 MLLE inh -21, Rin1 Abl inh 0, FAS-TE inh -3, bovine MsrA act -4, MsrA inhibitor -0.3, CSN inh 3, MT1-MMP act inh 2, E coli Lon inh 6 and Rpn11 block inactive.
`Clc1ccc(-c2cc(COc3ccc4ccccc4c3)no2)cc1` gave PABP1 MLLE inh 4, Rin1 Abl inh 1, FAS-TE inh 5, bovine MsrA act 0, MsrA inhibitor 1.9, CSN inh -2, MT1-MMP act inh 3, E coli Lon inh -5 and Rpn11 block inactive.
For Cc1ccc(C(=O)NNC(=O)c2nn(-c3ccc(F)cc3)ccc2=O)cc1 the results were PABP1 MLLE inh 3, Rin1 Abl inh -2, FAS-TE inh 4, bovine MsrA act -3, MsrA inhibitor 0.2, CSN inh 3, MT1-MMP act inh 5, E coli Lon inh 4 and Rpn11 block inactive.
Screening Cc1ccc(S(=O)(=O)N(C)C[C@@H]2OCc3ccccc3-c3c(n(C)c4ccccc34)C(=O)N([C@H](C)CO)C[C@@H]2C)cc1 returned PABP1 MLLE inh 13, Rin1 Abl inh -3, FAS-TE inh 29, bovine MsrA act 0, MsrA inhibitor 1.4, CSN inh 2, MT1-MMP act inh -13, E coli Lon inh 2 and Rpn11 block inactive.
Screening COc1ccc(S(=O)(=O)Nc2c(C)n(C)n(-c3ccccc3)c2=O)cc1Br returned PABP1 MLLE inh -15, Rin1 Abl inh -2, FAS-TE inh -4, bovine MsrA act -2, MsrA inhibitor 1.9, CSN inh -1, MT1-MMP act inh 7, E coli Lon inh 6 and Rpn11 block inactive.
Screening Cn1ncc(C#N)c1/N=C/N1CCOCC1 returned PABP1 MLLE inh 4, Rin1 Abl inh -2, FAS-TE inh -6, bovine MsrA act -4, MsrA inhibitor 0.2, CSN inh 2, MT1-MMP act inh -7, E coli Lon inh -3 and Rpn11 block inactive.
O=C(NCc1ccccc1Cl)C1CCC(CNc2nc(=S)[nH]c3ccccc23)CC1 (stereo not given) was read as PABP1 MLLE inh -91, Rin1 Abl inh 2, FAS-TE inh 0, bovine MsrA act -3, MsrA inhibitor 3.0, CSN inh -2, MT1-MMP act inh 7, E coli Lon inh -1 and Rpn11 block inactive.
`CC(C)c1ccc(N2C(=NC(=O)C3CC3)SC3CS(=O)(=O)CC32)cc1` (stereo not given) gave PABP1 MLLE inh -7, Rin1 Abl inh -2, FAS-TE inh -6, bovine MsrA act 1, MsrA inhibitor 1.1, CSN inh -3, E coli Lon inh 0 and Rpn11 block inactive.
For COc1ccccc1C(C)N(C)Cc1nc(COc2ccccc2)no1 (stereo not given) the results were PABP1 MLLE inh -6, Rin1 Abl inh -3, FAS-TE inh 7, bovine MsrA act 2, MsrA inhibitor -1.4, CSN inh -6, MT1-MMP act inh 0, E coli Lon inh -10 and Rpn11 block inactive.
`O=C(O)CCN1/C(=C/C=Nc2ccccc2)Oc2ccccc21` gave PABP1 MLLE inh -17, Rin1 Abl inh 0, FAS-TE inh -1, bovine MsrA act -5, MsrA inhibitor 1.6, CSN inh 7, MT1-MMP act inh -3, E coli Lon inh -17 and Rpn11 block inactive.
O=c1oc(=S)oc2c1[C@H](c1ccc(Cl)cc1)O[C@H](C1CCCC1)C2 was read as FAS-TE inh 23, bovine MsrA act -1, MsrA inhibitor -0.9, CSN inh -4, MT1-MMP act inh 1 and E coli Lon inh -7.
For Cc1ccc([N+](=O)[O-])cc1NC(=O)Nc1cccc(F)c1 the results were PABP1 MLLE inh 8, Rin1 Abl inh -1, FAS-TE inh 40, bovine MsrA act -2, MsrA inhibitor 0.2, CSN inh -3, MT1-MMP act inh -2, E coli Lon inh -1 and Rpn11 block inactive.
`Cc1ccc(NC(=S)N(CCN2CCCCC2)Cc2ccco2)cc1` gave PABP1 MLLE inh -15, Rin1 Abl inh -2, FAS-TE inh -5, bovine MsrA act -1, MsrA inhibitor -0.2, CSN inh 0, MT1-MMP act inh 1, E coli Lon inh 10 and Rpn11 block inactive.
`O=C1Nc2cc(Br)ccc2C1(O)c1ccccc1O` (stereo not given) gave PABP1 MLLE inh 5, Rin1 Abl inh 1, FAS-TE inh -1, bovine MsrA act 3, MsrA inhibitor -0.2, CSN inh 4, MT1-MMP act inh 0, E coli Lon inh 5 and Rpn11 block inactive.
`Cc1ccc(CCNS(=O)(=O)c2cnc[nH]2)cc1` gave PABP1 MLLE inh 2, Rin1 Abl inh -1, FAS-TE inh -18, bovine MsrA act -1, MsrA inhibitor -0.7, CSN inh -1, MT1-MMP act inh -2, E coli Lon inh -14 and Rpn11 block inactive.
CC(C)COc1ccc(C(=O)OCCN2CCOCC2)c(O)c1 was read as PABP1 MLLE inh 8, Rin1 Abl inh -5, FAS-TE inh 0, bovine MsrA act -12, MsrA inhibitor -0.1, CSN inh -8, MT1-MMP act inh 2, E coli Lon inh -13 and Rpn11 block inactive.
COc1cc(/C=N/NC(=O)C(NC(=O)c2ccccc2)c2n[nH]c(=O)c3ccccc23)ccc1OCC(N)=O (stereo not given) was read as PABP1 MLLE inh -13, Rin1 Abl inh 1, FAS-TE inh -1, bovine MsrA act -2, MsrA inhibitor 1.0, CSN inh 1, MT1-MMP act inh 1, E coli Lon inh -4 and Rpn11 block inactive.
O=C(NC(=S)Nc1cccnc1Cl)c1ccc(F)cc1 was read as PABP1 MLLE inh 33, Rin1 Abl inh 2, FAS-TE inh 2, bovine MsrA act -2, MsrA inhibitor -0.5, CSN inh -5, E coli Lon inh -17 and Rpn11 block inactive.
`CC(NC(=O)COC(=O)[C@@H]1CCCN1S(=O)(=O)c1ccccc1F)C12CC3CC(CC(C3)C1)C2` (stereo not given in full) gave PABP1 MLLE inh 6, Rin1 Abl inh 1, FAS-TE inh 16, bovine MsrA act -8, MsrA inhibitor 0.5, CSN inh -7, MT1-MMP act inh 2, E coli Lon inh 4 and Rpn11 block inactive.
For CC1CN(Cc2cc(=O)n3ccsc3n2)CC(C)O1 (stereo not given) the results were PABP1 MLLE inh -3, Rin1 Abl inh -1, FAS-TE inh -10, bovine MsrA act -8, MsrA inhibitor 2.2, CSN inh 0, MT1-MMP act inh 2, E coli Lon inh -7 and Rpn11 block inactive.
`O=C(CCCC(=O)OCC1CCCO1)OCC1CCCO1` (stereo not given) gave PABP1 MLLE inh 12, Rin1 Abl inh -5, FAS-TE inh -4, bovine MsrA act -6, MsrA inhibitor -0.8, CSN inh -2, MT1-MMP act inh -2, E coli Lon inh 0 and Rpn11 block inactive.
`CN1OC(c2ccccc2)=C(CO)C1c1ccccc1` (stereo not given) gave PABP1 MLLE inh 13, Rin1 Abl inh 1, FAS-TE inh -13, bovine MsrA act -2, MsrA inhibitor -0.4, CSN inh -14, MT1-MMP act inh 3, E coli Lon inh -1 and Rpn11 block inactive.
For C=CCSc1nnc(CCc2ccccc2)n1N the results were PABP1 MLLE inh 3, Rin1 Abl inh 3, FAS-TE inh -6, bovine MsrA act -12, MsrA inhibitor 0.6, CSN inh -2, MT1-MMP act inh 2, E coli Lon inh -2 and Rpn11 block inactive.
`CCCCCCn1nc(C(=O)N(CC(C)C)c2c(N)n(CCCC)c(=O)[nH]c2=O)c2ccccc2c1=O` gave PABP1 MLLE inh -10, Rin1 Abl inh -1, FAS-TE inh 10, bovine MsrA act 0, MsrA inhibitor 0.8, CSN inh 0, MT1-MMP act inh 1, E coli Lon inh 3 and Rpn11 block inactive.
For CCOc1ccc2sc(NS(=O)(=O)c3ccc(N)cc3)nc2c1 the results were PABP1 MLLE inh 1, Rin1 Abl inh 0, FAS-TE inh -8, bovine MsrA act -8, MsrA inhibitor 0.1, CSN inh -4, MT1-MMP act inh -1, E coli Lon inh 4 and Rpn11 block inactive.
O=C(Oc1ccccc1N1CCOCC1)c1sccc1Br was read as PABP1 MLLE inh 13, Rin1 Abl inh 1, FAS-TE inh 15, bovine MsrA act -2, MsrA inhibitor 0.6, CSN inh 2, MT1-MMP act inh 4, E coli Lon inh 1 and Rpn11 block inactive.
`COc1ccc(C(=O)C2CCCN(C(=O)CCc3scnc3C)C2)c(C)c1` (stereo not given) gave PABP1 MLLE inh -10, Rin1 Abl inh -1, FAS-TE inh -8, bovine MsrA act -1, MsrA inhibitor 0.4, CSN inh -1, MT1-MMP act inh -9, E coli Lon inh 0 and Rpn11 block inactive.
CCNC(=S)Nc1nc2c(cc1C(=O)OCC)CCCC2 was read as PABP1 MLLE inh -3, Rin1 Abl inh -2, FAS-TE inh -3, bovine MsrA act -2, MsrA inhibitor 0.3, CSN inh -5, MT1-MMP act inh 4, E coli Lon inh -9 and Rpn11 block inactive.

Compounds from the list above containing a cyano group:
CCOc1cc(/C=C2/SC(=Nc3ccccc3)N(Cc3cccnc3)C2=O)ccc1OCC#N was read as PABP1 MLLE inh 0, Rin1 Abl inh -4, FAS-TE inh 22, bovine MsrA act -1, MsrA inhibitor 0.8, CSN inh 2, MT1-MMP act inh -10, E coli Lon inh -2 and Rpn11 block inactive.
Screening Cn1ncc(C#N)c1/N=C/N1CCOCC1 returned PABP1 MLLE inh 4, Rin1 Abl inh -2, FAS-TE inh -6, bovine MsrA act -4, MsrA inhibitor 0.2, CSN inh 2, MT1-MMP act inh -7, E coli Lon inh -3 and Rpn11 block inactive.

Pulled one by one from the list above, 3 records:
`CC(C)c1ccc(N2C(=NC(=O)C3CC3)SC3CS(=O)(=O)CC32)cc1` (stereo not given) gave PABP1 MLLE inh -7, Rin1 Abl inh -2, FAS-TE inh -6, bovine MsrA act 1, MsrA inhibitor 1.1, CSN inh -3, E coli Lon inh 0 and Rpn11 block inactive.
Screening Cn1ncc(C#N)c1/N=C/N1CCOCC1 returned PABP1 MLLE inh 4, Rin1 Abl inh -2, FAS-TE inh -6, bovine MsrA act -4, MsrA inhibitor 0.2, CSN inh 2, MT1-MMP act inh -7, E coli Lon inh -3 and Rpn11 block inactive.
For C=CCSc1nnc(CCc2ccccc2)n1N the results were PABP1 MLLE inh 3, Rin1 Abl inh 3, FAS-TE inh -6, bovine MsrA act -12, MsrA inhibitor 0.6, CSN inh -2, MT1-MMP act inh 2, E coli Lon inh -2 and Rpn11 block inactive.

Screening results as filed in PubChem BioAssay.
